Rab7 wt GTP bind = dog Rab7 wildtype GTP binding, inhibitors and activators | GST-Rab7 beads, fluorescent GTP binding, flow cytometry; actives lie on both sides; untreated = 100%, excess cold GTP = 0% | GTP binding activity (percent of control), % at 10 µM | actives 0.055% (n = 190,000);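 active means fluorescent GTP binding to Rab7 beads changed by at least 20 points from the 100% baseline, either direction, mostly lower; inconclusive means compound itself probably fluorescent, or too few beads counted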;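 further: median green fluorescence of bound Bodipy-FL-GTP per Rab7 bead population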
HRas wt GTP bind = human HRas wildtype GTP binding, change in either direction; GTP binding activity, % at 10 µM; P01112; GST-Ras wt beads, Bodipy-FL-GTP binding, flow cytometry; actives lie on both sides; actives 0.14% (n = 190,000);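 active means GTP binding activity at least 20% away from the 100% baseline, either lowered as inhibitor or raised as activator; inconclusive means flagged as likely green fluorescent, judged across all proteins in the well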;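 further: 0% = unlabeled GTP competition control and 100% = no-compound control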
Target sequence (P01112 whole entry, looked up): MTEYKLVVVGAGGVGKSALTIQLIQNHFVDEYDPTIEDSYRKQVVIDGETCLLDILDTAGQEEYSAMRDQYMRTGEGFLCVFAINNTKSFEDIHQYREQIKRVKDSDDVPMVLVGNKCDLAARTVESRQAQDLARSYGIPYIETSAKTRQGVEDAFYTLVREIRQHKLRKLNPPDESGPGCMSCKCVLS
Rac1 wt modul = human Rac1 wildtype GTP binding, inhibitors and activators. GTP binding activity (% of control), % at 10 µM. P63000. AID 757. GST-Rac1 beads, fluorescent GTP binding, flow cytometry; actives lie on both sides; 0 = cold GTP competed, 100 = untreated. actives 0.27% (n = 190,000);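 active means GTP binding activity at least 20 points away from the 100% control level, either lower or higher; inconclusive means compound flagged as likely green fluorescent, judged across all proteins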
Bim-Bcl-XL = inhibitors of Bim-Bcl-XL interaction, human; actives 0.04% (n = 190,000); Q07817; Bim peptide-Bcl-XL binding, bead flow cytometry, fluorescence; inhibition, % at 10 µM
Bim-Bcl-2 = inhibitors of Bim-Bcl-2 interaction, human | P10415 | Bead-based flow cytometry, Bim peptide-Bcl-2 binding | inhibition, % at 10 µM | actives 0.06% (n = 190,000) | AID 950; in the data active means inhibition above about 40%; inconclusive means no clear call, values can overlap the other calls;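 further: 0% = no compound wells with probe peptide and 100% = reference peptide inhibitor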
Target sequence (P10415 whole entry, looked up): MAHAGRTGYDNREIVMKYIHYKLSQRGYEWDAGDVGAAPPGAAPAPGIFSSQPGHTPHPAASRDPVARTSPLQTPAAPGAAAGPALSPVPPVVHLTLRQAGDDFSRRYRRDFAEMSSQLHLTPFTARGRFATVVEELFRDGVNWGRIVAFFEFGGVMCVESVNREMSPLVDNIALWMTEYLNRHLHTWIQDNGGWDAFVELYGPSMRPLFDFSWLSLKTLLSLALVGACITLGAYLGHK
Bcl-B Bim block = disrupts Bim peptide binding to human Bcl-B; inhibition, % at 10 µM; actives 0.073% (n = 190,000); bead-based flow cytometry; AID 951;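 further: 0% = tracer peptide without compound and 100% = reference inhibitor peptide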
Target sequence (Q9HD36 whole entry, looked up): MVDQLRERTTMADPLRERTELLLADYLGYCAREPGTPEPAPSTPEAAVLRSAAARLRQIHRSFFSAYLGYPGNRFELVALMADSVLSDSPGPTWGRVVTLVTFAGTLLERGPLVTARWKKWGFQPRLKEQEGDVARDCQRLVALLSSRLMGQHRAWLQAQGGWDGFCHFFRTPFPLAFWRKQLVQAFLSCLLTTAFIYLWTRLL
Bim-Bcl-W = disrupts Bim peptide binding to human Bcl-W; Q92843; bead-based flow cytometry; inhibition, % at 10 µM; actives 0.02% (n = 190,000);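 further: 0% = bound tracer without compound and 100% = peptide blocker; higher means less fluorescent Bim peptide bound to Bcl-W beads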
Target sequence (Q92843 whole entry, looked up): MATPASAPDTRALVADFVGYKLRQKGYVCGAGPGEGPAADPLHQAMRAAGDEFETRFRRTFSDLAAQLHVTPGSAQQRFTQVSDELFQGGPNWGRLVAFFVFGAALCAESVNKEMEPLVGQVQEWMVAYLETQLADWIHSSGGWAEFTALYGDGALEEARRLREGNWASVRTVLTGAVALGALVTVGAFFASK
Cdc42 wt = modulators (inhibitors or activators) of GTP binding to human Cdc42 wildtype; percent activity (GTP binding), % at 10 µM; AID 761; actives 0.2% (n = 190,000); GST-Cdc42 beads, Bodipy-GTP binding, flow cytometry; actives lie on both sides;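 active means percent activity GTP binding at least 20 points away from the 100% baseline, either down as inhibitor or up as activator; inconclusive means compound flagged as likely green fluorescent from well-wide comparison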;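 further: median bead fluorescence of bound Bodipy-FL-GTP at 100 nM; 0% = excess unlabeled GTP control and 100% = no compound control; below 100% means less GTP binding so inhibitor and above means activator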
Target sequence (P60953 whole entry, looked up): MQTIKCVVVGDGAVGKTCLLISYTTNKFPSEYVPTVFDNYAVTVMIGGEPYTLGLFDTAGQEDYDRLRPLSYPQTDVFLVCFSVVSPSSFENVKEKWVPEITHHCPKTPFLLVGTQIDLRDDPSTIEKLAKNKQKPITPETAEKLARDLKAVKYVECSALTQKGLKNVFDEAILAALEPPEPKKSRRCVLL
Rab2A wt mod = changes GTP binding to wildtype dog Rab2A, up or down | AID 760 | P61105 | GTP binding activity, % at 10 µM | actives 0.19% (n = 190,000) | GST-Rab2 wt beads, Bodipy-GTP binding, flow cytometry;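 active means GTP binding activity at least 20 points away from 100%, either lowered or raised; inconclusive means signal likely due to the compound's own green fluorescence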;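 further: 0% = beads with excess unlabeled GTP and 100% = no-compound control corrected for plate trend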
Bfl-1 Bim block = disrupts Bim binding to human Bfl-1; actives 0.12% (n = 190,000); Q16548; inhibition, % at 10 µM; Bead-based flow cytometry, Bim-Bfl-1 binding inhibition;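 further: 0% = wells without compound plus tracer and 100% = blocker peptide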
Rac1 act GTP bind = alters GTP binding to activated mutant human Rac1; P63000; AID 764; GST-Rac1 activated beads, fluorescent GTP binding, flow cytometry; actives lie on both sides; 100% means binding = to untreated wells; percent activity (GTP binding), % at 10 µM; actives 0.11% (n = 190,000);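 active means GTP binding at least 20 percentage points away from the 100% baseline, in either direction, so actives lie on both sides; inconclusive means Compound likely fluorescent itself, or too few beads counted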
* marks the source's active call; other numbers are inactive results; ? = inconclusive; / = not tested or not shown. Unless noted, no stated cut-off is given here; in the data, active means inhibition above about 40%.

SMILES	Rab7 wt GTP bind	HRas wt GTP bind	Rac1 wt modul	Bim-Bcl-XL	Bim-Bcl-2	Bcl-B Bim block	Bim-Bcl-W	Cdc42 wt	Rab2A wt mod	Bfl-1 Bim block	Rac1 act GTP bind
Cc1nn(-c2ccc(C(=O)O)cc2)c(C)c1Oc1ccccc1O	105.0	103.0	104.0	8.0	-11.0	-16.0	-1.0	103.0	103.0	-12.0	100.0
CC(Oc1ccccc1)C(=O)Nc1ccc(S(=O)(=O)N2CCOCC2)cc1 (stereo not given)	100.0	99.0	100.0	-6.0	-3.0	-5.0	-3.0	96.0	99.0	-5.0	99.0
Cc1ccc2cc(CN(CCN3CCCC3)C(=O)Nc3ccc(F)cc3)c(=O)[nH]c2c1C	97.0	100.0	100.0	-5.0	-14.0	-9.0	-5.0	100.0	100.0	-11.0	101.0
Cc1ccccc1OCc1nc2ccccc2c(=O)n1/N=C/c1cn[nH]c1-c1ccc(Br)cc1	100.0	100.0	105.0	4.0	-2.0	4.0	8.0	99.0	97.0	-7.0	101.0
Cc1cc(C(=O)N/N=C/C=C/c2cccc([N+](=O)[O-])c2)n[nH]1	102.0	94.0	91.0	-2.0	0.0	0.0	-2.0	92.0	96.0	4.0	92.0
Cc1ccc(S(=O)(=O)CCC(=O)O)cc1C	94.0	99.0	99.0	-7.0	-5.0	-6.0	-5.0	99.0	100.0	-3.0	97.0
O=C(N/N=C/c1ccc(OC(F)F)cc1OC(F)F)c1cccc(S(=O)(=O)N2CCOCC2)c1	96.0	97.0	96.0	-4.0	-2.0	-3.0	-1.0	96.0	94.0	-8.0	94.0
COc1cccc(N2CCN(CC(=O)NC(=O)NCc3ccco3)CC2)c1	95.0	96.0	100.0	-1.0	-1.0	0.0	-1.0	101.0	99.0	-3.0	96.0
CCOC(=O)N1CCN(C(=O)CSc2nnc(-c3cc(OC)ccc3OC)o2)CC1	99.0	101.0	108.0	-9.0	-11.0	-11.0	-1.0	103.0	102.0	-22.0	97.0
O=C(NN1CCOCC1)c1cc(S(=O)(=O)Nc2cccc(C(F)(F)F)c2)ccc1Cl	98.0	98.0	104.0	-8.0	-4.0	-6.0	-3.0	96.0	97.0	-8.0	97.0
CC(C)(C)[C@]1(O)CCN2C[C@H]3c4ccccc4CCc4cccc(c43)[C@@H]2C1	100.0	100.0	100.0	-5.0	0.0	-5.0	-1.0	101.0	99.0	0.0	101.0
COC(=O)N/N=C/c1cn(Cc2ccc(Cl)cc2Cl)c2ccccc12	102.0	100.0	105.0	-2.0	0.0	3.0	-1.0	97.0	98.0	4.0	97.0
CC(C)CNC(=O)COC(=O)c1ccccc1OCC(=O)Nc1ccc(Br)cc1	97.0	99.0	103.0	-3.0	-2.0	-6.0	-3.0	102.0	98.0	-2.0	100.0
c1ccc(C2=Nn3c(nnc3-c3cc(-c4ccccc4)n[nH]3)SC2)cc1	102.0	101.0	105.0	-4.0	-1.0	-6.0	-2.0	99.0	99.0	0.0	100.0
O=C(c1ccc(Br)o1)N(Cc1ccccc1)Cc1ccccc1	97.0	102.0	102.0	-4.0	0.0	-4.0	-5.0	105.0	102.0	-1.0	103.0
Cc1ccc(OC(C)C(=O)O)cc1C (stereo not given)	101.0	108.0	108.0	0.0	5.0	-3.0	-1.0	106.0	107.0	1.0	108.0
COc1cccc(C(=O)Nc2cc(S(=O)(=O)N3CCCCC3)ccc2OC)c1	94.0	91.0	89.0	-2.0	-1.0	-4.0	0.0	91.0	90.0	-8.0	91.0
CCSc1nnc(NS(=O)(=O)c2ccc(C)cc2)s1	96.0	100.0	101.0	-4.0	-2.0	-1.0	0.0	96.0	95.0	0.0	99.0
Cc1ccc(OCC(=O)c2c(O)c3ccccc3oc2=O)cc1C	90.0	97.0	96.0	-3.0	-1.0	-5.0	-3.0	98.0	96.0	0.0	96.0
CCOC(=O)C1=C(C)NC2=C(C1c1ccc([N+](=O)[O-])cc1)S(=O)(=O)c1ccccc12 (stereo not given)	103.0	102.0	107.0	-2.0	-4.0	-5.0	-8.0	98.0	103.0	-4.0	100.0
O=C(CSc1nnc(COc2ccccc2)n1Cc1ccco1)c1ccc(F)cc1	95.0	97.0	96.0	0.0	-7.0	-7.0	-5.0	96.0	96.0	-9.0	96.0
COCC(=O)NCc1ccc2c(c1)cc(C)n2C	97.0	99.0	102.0	-4.0	-1.0	3.0	-2.0	100.0	96.0	1.0	99.0
Cc1nc2ccccc2c2oc(C(=O)Nc3ccc(C(C)C)cc3)cc12	100.0	93.0	90.0	0.0	-9.0	-6.0	-1.0	90.0	92.0	-5.0	94.0
O=C(NCCN1CCOCC1)c1ccncc1	97.0	99.0	100.0	-9.0	-7.0	-4.0	-1.0	99.0	99.0	-11.0	98.0
Cn1c(Sc2ccc([N+](=O)[O-])cc2C(F)(F)F)nnc1-c1ccccc1	104.0	100.0	99.0	-6.0	-5.0	-7.0	0.0	99.0	101.0	-7.0	95.0
O=C(CCCc1cccs1)Nc1nc(-c2ccc(F)cc2)cs1	98.0	99.0	102.0	-2.0	-1.0	-4.0	0.0	99.0	99.0	-2.0	100.0
Cn1c(Cl)c(C(=O)Nc2ccc(Cl)cc2)c2ccccc21	97.0	98.0	100.0	/	?	/	/	99.0	101.0	/	97.0
O=C(COc1ccc(/C=N/NC(=O)c2cc3ccccc3o2)cc1Cl)Nc1ccccc1	98.0	100.0	101.0	1.0	-4.0	-24.0	-11.0	100.0	102.0	1.0	96.0
COc1ccc(S(N)(=O)=O)cc1C(=O)NCC1(N2CCCCC2)CCCCC1	100.0	102.0	102.0	-1.0	-5.0	-1.0	-2.0	100.0	101.0	-1.0	99.0
Cc1ccc2cc3cc(C(=O)NCCCN4CCCCCC4)oc3nc2c1	97.0	96.0	97.0	-3.0	1.0	-1.0	-1.0	98.0	95.0	0.0	97.0
CC1(C)CC(=O)C(C(C2=C(O)CC(C)(C)CC2=O)c2ccc(O)c([N+](=O)[O-])c2)=C(O)C1	99.0	92.0	91.0	-2.0	2.0	2.0	4.0	91.0	94.0	9.0	92.0
COc1ccc(-c2nnc(SCc3cccnc3)o2)cc1	101.0	103.0	107.0	-2.0	0.0	-3.0	-4.0	104.0	101.0	-5.0	103.0
CC(C)C(c1nnnn1C1CCCC1)N1CCCCC1 (stereo not given)	98.0	95.0	96.0	4.0	5.0	6.0	5.0	95.0	97.0	3.0	100.0
CC(=O)c1ccc(N2C(=O)[C@@H]3C(C(=O)CCN4C(=O)c5ccccc5C4=O)=NN[C@@H]3C2=O)cc1	100.0	102.0	102.0	-10.0	-4.0	-9.0	-6.0	102.0	99.0	-8.0	100.0
Cc1nc2c(sc3nc4c(cc32)COC(C)(C)C4)c(=O)n1Cc1ccccc1	97.0	99.0	98.0	-8.0	-6.0	-8.0	0.0	97.0	98.0	-12.0	95.0
Cc1cc(C)c(C(N)=O)c(Nc2cccc(Cl)c2)n1	100.0	102.0	110.0	-3.0	1.0	-1.0	-2.0	104.0	102.0	0.0	100.0
Cc1ccc(C)n1-c1ccc(C(=O)N2CCC(C(N)=O)CC2)cc1	104.0	97.0	98.0	1.0	5.0	5.0	6.0	94.0	94.0	0.0	94.0
Cc1cccn2c(=O)c(/C=C(\C#N)S(=O)(=O)c3ccccc3)c(N3CCC(C(N)=O)CC3)nc12	98.0	97.0	99.0	-4.0	-6.0	-3.0	1.0	97.0	96.0	-10.0	96.0
CC(C)(C)OC(=O)NCCC(=O)Oc1ccc2ccc(=O)oc2c1	100.0	100.0	98.0	-2.0	0.0	-1.0	-3.0	100.0	98.0	0.0	98.0
Cc1nc(SCC(=O)Nc2cccc(Cl)c2)n[nH]1	100.0	104.0	102.0	0.0	-7.0	0.0	0.0	106.0	104.0	-5.0	100.0
Cc1ccc[n+](-c2nc([O-])sc2C=O)c1	92.0	95.0	96.0	0.0	0.0	0.0	2.0	93.0	92.0	-1.0	94.0
O=C(NC1CCCC1)c1cnn2c(C(F)(F)F)cc(-c3ccco3)nc12	96.0	96.0	97.0	-1.0	0.0	-1.0	0.0	98.0	97.0	3.0	95.0
O=c1c2ccccc2c(-c2ccc(O)cc2)nn1-c1cccc(C(F)(F)F)c1	99.0	98.0	101.0	-6.0	-9.0	-12.0	-3.0	101.0	99.0	-15.0	99.0
Clc1ccc2c(N/N=C/c3cccc(Br)c3)ccnc2c1	95.0	98.0	107.0	0.0	37.0	29.0	13.0	100.0	95.0	33.0	100.0
O=C(CCN1C(=O)/C(=C/c2ccccc2Cl)SC1=S)NC1=NCCS1	96.0	93.0	97.0	0.0	0.0	0.0	0.0	93.0	95.0	3.0	93.0
C/C(=N\NC(=O)C(N)=O)c1cccc([N+](=O)[O-])c1	102.0	98.0	92.0	-3.0	-4.0	-5.0	-4.0	103.0	99.0	-8.0	93.0
COc1ccccc1NC(=O)Cn1nc(-c2ccc3c(c2)OCCO3)ccc1=O	102.0	98.0	95.0	-2.0	-3.0	-3.0	0.0	95.0	98.0	-6.0	94.0
Cc1ccc(F)c(NC(=O)/C(C#N)=C(\O)c2ccc(C(C)(C)C)cc2)c1	99.0	89.0	89.0	0.0	0.0	-1.0	0.0	86.0	89.0	6.0	89.0
N=c1c2c(ncn1Cc1ccco1)Oc1c(ccc3ccccc13)C2c1ccccc1 (stereo not given)	96.0	103.0	109.0	-5.0	3.0	-12.0	0.0	101.0	100.0	2.0	104.0
COCCn1c(CN2CCc3ccccc3C2)nc2c1c(=O)n(C)c(=O)n2C	100.0	98.0	96.0	-4.0	0.0	-1.0	1.0	96.0	96.0	-6.0	93.0
Cc1nc(NCCc2ccc(F)cc2)c(C#N)c(C)c1[N+](=O)[O-]	99.0	99.0	100.0	-5.0	-4.0	-5.0	-4.0	99.0	97.0	-11.0	96.0
Cn1cc(CN2CCc3c([nH]c4ccccc34)C2C(C)(C)C)cn1 (stereo not given)	98.0	98.0	99.0	-4.0	-2.0	0.0	1.0	102.0	97.0	-2.0	97.0

Among those listed so far, these have bromine:
SMILES	Rab7 wt GTP bind	HRas wt GTP bind	Rac1 wt modul	Bim-Bcl-XL	Bim-Bcl-2	Bcl-B Bim block	Bim-Bcl-W	Cdc42 wt	Rab2A wt mod	Bfl-1 Bim block	Rac1 act GTP bind
Cc1ccccc1OCc1nc2ccccc2c(=O)n1/N=C/c1cn[nH]c1-c1ccc(Br)cc1	100.0	100.0	105.0	4.0	-2.0	4.0	8.0	99.0	97.0	-7.0	101.0
CC(C)CNC(=O)COC(=O)c1ccccc1OCC(=O)Nc1ccc(Br)cc1	97.0	99.0	103.0	-3.0	-2.0	-6.0	-3.0	102.0	98.0	-2.0	100.0
O=C(c1ccc(Br)o1)N(Cc1ccccc1)Cc1ccccc1	97.0	102.0	102.0	-4.0	0.0	-4.0	-5.0	105.0	102.0	-1.0	103.0
Clc1ccc2c(N/N=C/c3cccc(Br)c3)ccnc2c1	95.0	98.0	107.0	0.0	37.0	29.0	13.0	100.0	95.0	33.0	100.0
